Bioassay records as filed in PubChem BioAssay.
SIAE primary – blocks human sialic acid acetylesterase. Q9HAT2. SIAE FP-Rh probe binding, fluorescence polarization. inhibition, % at 9.66 µM. 0.69% of 370,000 active;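 active means inhibition above a cutoff: mean of compounds within the control limits plus 3 SD of those, cut at about 17% in these data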;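 further: 0% = plate median of compound wells and 100% = probe without SIAE protein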
ARFGAP1 inh – rat ARFGAP1 inhibition. Q62848. Arfgap1-stimulated ARF1 GTP hydrolysis, GDP FP detection. inhibition, % at 16.5 µM. 0.26% of 360,000 active. AID 651572;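 active means inhibition above a per-plate limit, mean inhibition of low control wells plus 3 SD, cut at about 25% in these data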;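 further: 0% = DMSO wells with enzyme and 100% = wells lacking Arfgap1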
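System: truncated rat Arfgap1 GAP domain / Benchmarks: high control wells lacking Arfgap1, low control full reaction with DMSO / Times: compound-enzyme preincubation 20 min, reaction 120 min, detection 60 min, 25 °C / Repeats: one replicate per compound / Also added: human ARF1(Δ1-17)-GTP substrate / Measured by: Tracer-displacement fluorescence polarization with EDTA stop, 620/688 nm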
ASAP1 GAP inh – inhibitors of human ASAP1 ArfGAP activity; 0.19% of 360,000 active; inhibition, % at 16.5 µM; ASAP1-stimulated ARF1 GTP hydrolysis, GDP FP detection; Q9ULH1; in the data active means inhibition above about 25%;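 further: 0% = vehicle with enzyme and substrate and 100% = no enzyme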
Tn6 DDE FP – DD(E)-Tn6 binding inhibition, primary FP screen | P02675 | inhibition, % at 8.3 µM | AID 720509 | Fibrin DD(E) TRITC-Tn6 fluorescence polarization displacement | 0.21% of 370,000 active;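 active means inhibition above a per-campaign cutoff: mean of compounds within control limits plus 3 SD, cut at about 15% in these data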;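 further: 0% = median of all compound wells on the plate and 100% = blocking peptide control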
ADAM17 inh – ADAM17 inhibition, QFRET primary screen | AID 720648 | 0.83% of 370,000 active | P78536 | inhibition, % at 6.95 µM | recombinant ADAM17, EDANS/DABCYL FRET peptide cleavage;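 active means inhibition above the mean of compounds lying between control limits plus 3 SD, set per campaign, cut at about 8.5% in these data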;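 further: 0% = DMSO-only wells as the low control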
DDE Tn7 FP inh – inhibitors of Tn7 peptide binding to human fibrin DD(E); FP displacement of FITC-Tn7 peptide from fibrin DD(E); 0% = median of compound wells per plate; AID 720508; inhibition, % at 8.3 µM; P02675; 0.13% of 370,000 active;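 active means inhibition above the mean of compounds falling within the control limits plus 3 SD of them, cut at about 14% in these data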;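 further: 0% = plate median of compound wells and 100% = 10 µM Aha-Tn7 peptide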
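Assay system: human fibrin DD(E). Input: DD(E) 2 µM final. Medium: Tris buffer with calcium and detergent, pH 7.8. Compound dosing: single point at 8.3 µM. Timing: 10 min plus 3 h, room temperature. Technique: fluorescence polarization of the labelled Tn7 tracer. Read-out: percent inhibition. Replicates: singlicate testing.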
ADAM10 inh – inhibitors of human ADAM10. O14672. inhibition, % at 7 µM. 0.62% of 370,000 active. recombinant ADAM10, EDANS/DABCYL FRET peptide cleavage, 3 h;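 active means inhibition above a per-campaign cutoff equal to the mean of compounds falling between control-based bounds plus 3 SD, cut at about 20% in these data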;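 further: 0% = DMSO wells while the 100% control is not disclosed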
PLCg1 inh – PLC-gamma1 (human) inhibition, primary screen | inhibition, % at 12.2 µM | purified PLC-gamma1, fluorogenic substrate, fluorescence | P19174 | 0.84% of 370,000 active | AID 720700; in the data active means inhibition above about 9.5%
TDP2 absorb – TDP2 (human) inhibition, absorbance primary screen; O95551; recombinant TDP2, T5PNP hydrolysis, p-nitrophenol absorbance 415 nm; inhibition, % at 12.8 µM; 0.34% of 370,000 active; AID 720702;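 active means inhibition above the mean of all tested compounds plus 3 SD, set per campaign, cut at about 25% in these data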;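 further: 0% = DMSO with enzyme and 100% = buffer with substrate but no TDP2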
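System – recombinant human TDP2 · Quantity – TDP2 enzyme at 120 nM final · Doses – single concentration, 12.8 µM nominal, with 1% DMSO · Incubation – 2 h at 37 °C · Measured by – epi absorbance of p-nitrophenol freed from T5PNP by hydrolysis · Read-out – % inhibition relative to enzyme-containing and enzyme-free wells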
PLC-beta3 inh – inhibitors of human phospholipase C beta3 | inhibition, % at 12.2 µM | Purified PLC-beta3, fluorogenic substrate, fluorescence | 0.18% of 370,000 active | AID 720704 | Q01970; in the data active means inhibition above about 11%;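 further: 0% = median of compound wells on plate and 100% = full blocker control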
An asterisk follows results filed as active; i = inactive. The order is random (roughly 3.6% active in at least one column).

smiles,SIAE primary,ARFGAP1 inh,ASAP1 GAP inh,Tn6 DDE FP,ADAM17 inh,DDE Tn7 FP inh,ADAM10 inh,PLCg1 inh,TDP2 absorb,PLC-beta3 inh
CC(C(=O)N(C)C1CCS(=O)(=O)C1)N1C(=O)/C(=C/c2cccs2)SC1=S (stereo not drawn),1,-3,8,-2,-6,-1,-8,2,10,-5
CCOC(=O)C1CCCN(C(=O)c2ccc(C(=O)c3ccccc3)cc2)C1 (stereo not drawn),1,0,3,-1,1,-1,8,3,17,-4
COc1ccc(-c2cc(CN3C(=O)c4ccccc4C3=O)on2)cc1,-9,4,2,1,0,-3,12,4,0,4
COC(=O)N1C[C@H](OCc2cn(-c3ccc(OC)cc3)nn2)[C@H]2C[C@@H]1c1ccccc1O2,3,2,-2,-1,-3,9,-9,1,2,6
Cc1ccc(CN2CCN(/N=C/C=C/c3ccccc3[N+](=O)[O-])CC2)cc1,7,0,0,-8,1,0,5,1,4,-2
CC1CCN(C(=O)CSc2nnc(CNC(=O)c3ccc(S(=O)(=O)N(C)C)cc3)o2)CC1,-6,-7,5,3,-2,-4,-14,1,5,-1
Cc1cc(C)c(C(N)=O)c(Nc2cccc(Cl)c2)n1,-11,-3,-11,3,0,5,0,0,-1,2
COc1ccccc1NC(=O)c1c(NC(=O)CCC(=O)O)sc2c1CCCCC2,-4,-7,-1,3,-5,-4,-11,-7,1,-14
Cc1ccc(S(=O)(=O)N2CCOCC2)cc1NC(=O)Cn1nc(C)c([N+](=O)[O-])c1C,1,4,-1,-1,0,-3,-2,2,3,-2
O=C(NCc1ccc(F)cc1)N1CCc2ccccc2C1,-3,8,-2,-2,1,7,16,1,-14,1
O=C(CC1C(=O)NCCN1C(=O)Nc1ccc(F)cc1F)Nc1ccc(F)cc1 (stereo not drawn),-7,3,1,3,0,1,-7,0,-21,-5
C/C(=N\NS(=O)(=O)c1ccccc1)c1ccc2c(c1)OCCO2,8,-1,-5,0,-4,-5,9,3,5,3
CCOC(=O)N1CCC(NC(=O)c2ccc(OC)c(CN3CC(=O)N4CCCC4C3=O)c2)CC1 (stereo not drawn),5,8,8,7,-5,9,0,0,3,-2
CCOC(=O)c1cn(-c2c(C)n(C)n(-c3ccccc3)c2=O)c2c(F)c(F)c(F)cc2c1=O,-4,-5,6,-2,-3,5,-3,-3,6,-2
COc1ccc(C(=O)NC(=O)CSc2n[nH]c(N)n2)cc1,4,10,-14,-1,0,1,8,1,-9,4
CN1CCN(CCC(=O)N/N=C/c2cc([N+](=O)[O-])ccc2O)CC1,-8,4,-6,-7,-3,0,3,-1,-10,0
CCOc1ccccc1N(C)S(=O)(=O)c1ccc2[nH]cc(C(=O)N(CCOC)CCOC)c(=O)c2c1,5,9,0,-6,-11,4,-19,2,5,-6
O=C(COc1ccccc1F)NCc1ccc(-n2cccc2)cc1,2,14,4,1,0,1,9,-5,-6,0
Cc1nc([N+](=O)[O-])c(NCCCO)n1Cc1ccccc1,0,-8,-18,4,-1,0,0,-3,6,6
C=CCc1ccc(OCCn2cccc2C=O)c(OC)c1,-4,-9,-5,-1,-2,3,3,-3,7,1
COc1ccccc1CNC(=O)CCNS(=O)(=O)c1cc(Br)cnc1N,0,1,-6,-4,2,0,-36,3,-12,-6
COc1ccc(-c2cc3c(=O)n(CC(=O)Nc4ccc(C(C)=O)cc4)ncn3n2)cc1,-3,-4,5,0,-3,-1,-3,-2,13,-9
O=C(CSc1ncn[nH]1)c1ccc2c(c1)OCO2,6,-5,-12,0,-1,0,6,5,-7,3
O=C(CCc1c[nH]c2ccccc12)N1CCN(S(=O)(=O)c2ccc([N+](=O)[O-])cc2)CC1,6,4,0,8,3,-1,1,2,-14,1
CC1(C)N=C(c2ccc(Cl)cc2)C(=O)N1,0,4,0,-6,3,-1,6,8,-11,-4
CC(OC(=O)CN(C)S(=O)(=O)c1ccc(Cl)cc1)C(=O)Nc1cccc(Cl)c1 (stereo not drawn),-8,-2,13,-10,6,-3,17,1,4,0
Nc1ncnc2c1ncn2[C@@H]1O[C@H](CO)[C@@H](O)[C@@H]1O,-4,-3,6,1,0,1,9,7,0,7
Cc1ccc(CSc2nn3c(=O)c(C)nnc3s2)cc1,-4,0,4,2,0,-6,2,7,10,6
O=C(c1cnn2c(C(F)(F)F)cc(-c3ccc4c(c3)OCO4)nc12)N1CCCCC1,-2,3,14,3,-5,0,-8,-22,8,-30
Cc1cccc(Cn2cc(SCC(=O)Nc3nccs3)c3ccccc32)c1,4,-6,-2,-6,-4,-2,-19,1,2,3
O=C(Cn1nc(Cc2cccnc2)c2ccccc2c1=O)NCC1CCCO1 (stereo not drawn),2,-11,-3,1,1,-7,-4,3,5,-3
Cc1ccc(NC(=O)CN(C)CC(=O)Nc2ccc(F)c(F)c2F)c(Cl)c1,11,2,4,-9,-1,-3,6,2,-6,0
O=C1CCNc2c(Cl)cc(Cl)cc21,-1,1,4,-7,-7,-1,0,-162,0,-226
COc1ccc(S(=O)(=O)NC(CC(=O)NC2CCCC2)c2ccco2)cc1 (stereo not drawn),0,-5,16,-3,-2,0,0,0,8,-1
Cc1cccc(Nc2ccc(C(=O)O)cc2[N+](=O)[O-])c1C,-1,-9,-9,1,-4,0,-2,1,8,-3
COC(=O)c1cc(Br)c(=O)n(-c2ccccn2)c1,0,5,15,-4,2,4,7,3,1,5
CCSc1ncc(Cl)c(C(=O)Nc2ccccc2F)n1,2,1,9,2,3,2,4,3,2,-10
COc1cc(C(=O)Nc2ccc(NC(=O)C(C)C)nc2)cc(OC)c1OC,-2,5,2,-1,-5,-2,2,-1,-5,-1
Cc1nc(N2CCOCC2)nc2c1CCCC2,2,1,2,-2,-8,-5,-13,-2,-6,-6
CCOC(=O)NN1C(=O)c2ccccc2NC1c1cccnc1 (stereo not drawn),4,8,1,5,-160,-3,-474,-202,-6,-263
CN(C(=O)COc1ccccc1C(=O)NCCc1ccccc1)c1ccccc1,10,7,1,0,-4,0,-12,3,9,1
CCOC(=O)c1sc(NC(=O)/C=C/c2ccc(F)cc2)nc1C,-1,2,1,9,2,-2,1,3,2,1
CC(=O)NC(c1ccco1)c1cc(F)c2cccnc2c1O (stereo not drawn),8,-1,3,3,3,1,7,-5,-9,-10
Fc1cccc(Cc2c(-c3cccc(Cl)c3)nc3ccc(Cl)cn23)c1,-17,-3,9,6,-7,4,-30,-9,1,-14
CCn1cc(C(=O)NCc2ccc(Cl)cc2)c(=O)c2cc(S(=O)(=O)N(C)C)ccc21,-7,3,8,5,-2,0,1,0,2,-1
CC(=O)c1cccc(NC(=O)CSc2ncc(C(=O)Nc3ccccc3)c(=O)n2C)c1,-4,2,3,2,-3,4,-6,1,9,-6
Cc1ccc(-c2cc(C(=O)NCC3CCCO3)no2)cc1 (stereo not drawn),-3,-1,-2,1,4,-2,6,7,-11,8
COc1ccc(CCCc2n[nH]c(=S)n2C)cc1C,-3,-4,13,-8,-9,4,-12,0,-16,-7
Cc1ccccc1OCCC(=O)OCC(=O)N1CCN(S(=O)(=O)c2ccc(Cl)cc2)CC1,-3,4,-5,-1,1,-7,12,3,-8,0
Cc1noc(C)c1C(=O)OCC(=O)N1CCc2ccccc21,7,-8,1,-5,-1,8,-5,1,-1,-3

Further entries.
smiles,SIAE primary,ARFGAP1 inh,ASAP1 GAP inh,Tn6 DDE FP,ADAM17 inh,DDE Tn7 FP inh,ADAM10 inh,PLCg1 inh,TDP2 absorb,PLC-beta3 inh
O=[N+]([O-])c1c(NCCCO)cc(SCc2ccco2)c2nonc12,-2,4,-8,2,-2,6,0,3,21,-3
COC(=O)C1CN(C(=O)COc2ccc(C)cc2)c2ccccc2O1 (stereo not drawn),-2,10,-3,1,0,-8,2,2,7,-4
CC1CCc2[nH]nc(C(=O)O)c2C1 (stereo not drawn),2,-2,-7,7,-2,-4,3,1,-9,-1
CCOc1cccc(C2C(C(=O)c3ccc(C)o3)=C(O)C(=O)N2c2nnc(C)s2)c1 (stereo not drawn),4,-1,16,-3,-1,-2,-13,-5,0,-5
Nn1c(=S)[nH]nc(Cc2ccc(O)cc2)c1=O,0,15,3,-4,-3,1,0,0,3,3
COc1ccc(Cn2nnnc2C(c2cc3cc(C)ccc3[nH]c2=O)N2CCOCC2)cc1 (stereo not drawn),-1,-7,2,0,-42,-9,-125,-28,4,-39
O=C(COC(=O)/C=C/c1cccc(C(F)(F)F)c1)NCCN1C(=O)CSC1=O,-2,-8,4,-5,-2,2,-6,-1,4,-11
C=CCC1CCCC(=O)N2CCCC12 (stereo not drawn),-8,17,-10,-5,3,-9,3,2,-8,1
O=C(CSc1nnc(-c2ccc(OC(F)F)cc2)o1)NC(=O)NCc1ccco1,-2,-18,13,2,-5,3,-2,-5,3,-5
CCCCc1cc(=O)oc2c(CN3CCCC3)c(O)c(Cl)cc12,9,-2,1,7,i,6,i,i,-6,i
CCOC(=O)c1sc(=NC(=O)COc2ccc(Cl)cc2)n(C)c1C,1,-2,-12,-5,-2,-4,-4,0,7,-4
COc1cc(/C=N/Nc2ccccn2)ccc1OCC(C)C,-5,5,-1,-9,2,-5,-1,-2,-2,-4
COc1ccccc1NC(=O)c1ccc(NC(=O)COC(=O)c2cccnc2Cl)cc1,-2,10,16,-5,-4,5,-8,-4,9,-4
COCCn1c(C)cc(C(=O)COC(=O)c2c(C)nn(Cc3ccccc3)c2C)c1C,1,1,12,13,-5,-2,-13,-3,-6,-3
COc1ccc(C)cc1NC(=O)c1cc2ccccc2o1,-1,7,-1,-4,-2,-1,2,-12,0,-50
O=C(CSc1nnc(-c2ccccc2F)o1)NC(=O)Cc1ccccc1,-1,-1,9,-4,-5,5,-14,-3,-2,-9

Random excerpt: 3 records from the list.
smiles,SIAE primary,ARFGAP1 inh,ASAP1 GAP inh,Tn6 DDE FP,ADAM17 inh,DDE Tn7 FP inh,ADAM10 inh,PLCg1 inh,TDP2 absorb,PLC-beta3 inh
CCOC(=O)NN1C(=O)c2ccccc2NC1c1cccnc1 (stereo not drawn),4,8,1,5,-160,-3,-474,-202,-6,-263
Cc1cccc(Nc2ccc(C(=O)O)cc2[N+](=O)[O-])c1C,-1,-9,-9,1,-4,0,-2,1,8,-3
CCCCc1cc(=O)oc2c(CN3CCCC3)c(O)c(Cl)cc12,9,-2,1,7,i,6,i,i,-6,i
